KLK5 inh: inhibitors of human kallikrein 5; inhibition, % at 5 µM; recombinant hK5, fluorogenic AMC substrate cleavage; Q9Y337; 210,000 compounds, 0.59% hits;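 active = inhibition of 40% or more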;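 note: 0% = enzyme controls without compound and 100% = no-enzyme blanks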
Furin inh: inhibitors of human furin. P09958. purified furin, fluorogenic substrate cleavage. inhibition, % at 30 µM. 220,000 compounds, 0.061% hits. AID 463115; in the data active = inhibition above about 25%; note: inactives centre near -15
Thrombin inh: blocks human thrombin protease activity | P00734 | alpha-thrombin, Boc-VPR-AMC fluorogenic substrate cleavage | AID 1046 | inhibition, % at 5 µM | 220,000 compounds, 0.26% hits;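 active = inhibition at or above 40%; inactive = inhibition below 40%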;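 note: 0% = enzyme with no compound and 100% = wells without enzyme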
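System: Human alpha-thrombin protein | Medium: pH 7.5 Tris (50 mM) with NaCl 150 mM, Tween 20 0.05% | Times: Enzyme reaction carried out at room temperature | Detection: AMC fluorescence, 355/460 nm | Evaluation: Percent inhibition scaled between no-compound controls and no-enzyme blanks | Benchmarks: Enzyme without compound as high, wells lacking enzyme as low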
FXIa inh 1536: factor XIa (human) inhibition; AID 798; purified FXIa, Boc-Glu-Ala-Arg-AMC fluorogenic substrate; 220,000 compounds, 0.14% hits; inhibition, % at 5 µM; P03951;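 active = inhibition of at least 40%; inactive = inhibition below 40%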;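 note: fluorescence of freed AMC excited at 355 nm; 0% = enzyme without compound and 100% = no enzyme blank; many of its hits are not listed in these tables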
Cl transport mod: modulators of human KCC2 chloride dependent transport | KCC2 cells, thallium flux FluoZin-2 fluorescence | B-score of Tl+ flux slope (higher = more flux/activation; lower = inhibition) at 10 µM | 190,000 compounds, 2.2% hits | Q9H2X9 | AID 1456;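 active = thallium flux slope and its plate-corrected score both differing from the plate sample mean at a set confidence after two filtering rounds, in either direction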;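 note: slope of fluorescence scaled to starting intensity during 10 to 20 s after thallium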
PERK inhibitor: human PERK inhibition, primary cell-based screen | CHO PERK-DD fusion, SEAP luminescence translation reporter | AID 1416 | 220,000 compounds, 0.17% hits | inhibition, % at 5.6 µM | Q9NZJ5;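 active = inhibition above the mean inhibition of all tested compounds plus 3 SD, set separately per screening campaign, cut at about 2.9% in these data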;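 note: PERK kinase domain activated by AP20187 dimerizer at 100 nM; 0% = DMSO with dimerizer and 100% = rapamycin at 8.4 µM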
Target sequence (Q9NZJ5 whole entry, looked up, the tested form may be a part): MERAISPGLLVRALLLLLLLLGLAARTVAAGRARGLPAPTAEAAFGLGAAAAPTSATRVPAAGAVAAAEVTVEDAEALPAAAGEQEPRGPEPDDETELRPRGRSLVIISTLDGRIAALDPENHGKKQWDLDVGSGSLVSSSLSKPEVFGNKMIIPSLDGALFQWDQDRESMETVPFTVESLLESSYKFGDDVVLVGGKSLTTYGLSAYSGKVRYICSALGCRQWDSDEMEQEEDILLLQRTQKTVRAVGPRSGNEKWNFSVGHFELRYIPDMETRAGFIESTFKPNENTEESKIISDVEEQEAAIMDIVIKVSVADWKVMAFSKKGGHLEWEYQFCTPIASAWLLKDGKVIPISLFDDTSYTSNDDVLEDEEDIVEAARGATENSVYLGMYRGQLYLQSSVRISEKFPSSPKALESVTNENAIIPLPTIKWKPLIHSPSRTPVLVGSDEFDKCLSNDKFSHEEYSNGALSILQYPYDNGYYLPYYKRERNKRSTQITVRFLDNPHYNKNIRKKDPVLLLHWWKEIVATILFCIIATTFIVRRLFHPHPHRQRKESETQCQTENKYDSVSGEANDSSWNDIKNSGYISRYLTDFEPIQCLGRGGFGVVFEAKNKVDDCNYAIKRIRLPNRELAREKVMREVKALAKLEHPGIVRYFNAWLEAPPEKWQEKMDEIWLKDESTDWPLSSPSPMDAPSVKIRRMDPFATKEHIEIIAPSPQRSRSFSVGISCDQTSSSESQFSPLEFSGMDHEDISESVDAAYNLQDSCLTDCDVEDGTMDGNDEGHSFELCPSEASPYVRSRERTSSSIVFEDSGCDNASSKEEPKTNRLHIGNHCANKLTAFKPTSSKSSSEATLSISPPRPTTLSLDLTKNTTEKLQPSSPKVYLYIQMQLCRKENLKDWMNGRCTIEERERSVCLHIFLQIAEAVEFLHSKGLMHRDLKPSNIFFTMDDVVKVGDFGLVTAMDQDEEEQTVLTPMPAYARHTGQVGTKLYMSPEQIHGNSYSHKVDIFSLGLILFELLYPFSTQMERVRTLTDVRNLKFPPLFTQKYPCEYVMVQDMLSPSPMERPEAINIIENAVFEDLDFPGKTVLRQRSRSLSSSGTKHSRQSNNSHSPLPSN
Rad51 HR inh: Rad51 (human) homologous recombination inhibition. hRad51 DNA strand exchange, fluorescence dequenching. inhibition, % at 10 µM. 200,000 compounds, 0.085% hits. AID 1385;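 active = inhibition above 40% at the single screening dose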;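 note: 0% = DMSO control wells and 100% = blanks with heterologous ssDNA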
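Material: hRad51 filaments on single-stranded DNA; Reagent: Donor/quencher-labelled 47-bp dsDNA substrate; Compound: 10 µM final, single point; Schedule: 37 °C 15-min filament assembly, 30-min compound preincubation, 15-min exchange; Technique: FRET fluorescence, excitation 485 nm, emission 520 nm; Benchmarks: control wells and blank wells on each plate.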
Calpain2 inh: calpain II (pig) inhibition; 220,000 compounds, 0.37% hits; inhibition, % at 16 µM; AID 1236; purified calpain II, fluorogenic peptide substrate, 30 min;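 active = inhibition above about 50%, limit read from the data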
FXIIa inh 1536: inhibitors of human coagulation factor XIIa | P00748 | purified FXIIa, Boc-QGR-AMC fluorogenic substrate, 2 h | inhibition, % at 5 µM | 220,000 compounds, 0.3% hits; in the data active = inhibition above about 40%;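 note: 0% = enzyme with no compound and 100% = blank without enzyme; many of its hits are not listed in these tables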
Numbers without * were called inactive; i = inactive; . = not tested or not shown; [ ] = remark or other dose. Only part of the results is shown (hit frequency here may not be typical).

Field names: A = KLK5 inh; B = Furin inh; C = Thrombin inh; D = FXIa inh 1536; E = Cl transport mod; F = PERK inhibitor; G = Rad51 HR inh; H = Calpain2 inh; I = FXIIa inh 1536
1: Cc1ccc(S(=O)(=O)NN=C2CCC(C(C)(C)C)CC2)cc1[N+](=O)[O-] (centres undefined)
  A = -9 | B = -27 | C = -6 | D = -2 | E = -0.66 | F = 0.6 | G = -8 | H = 0 | I = 5
2: CCOc1ccc2nc(Nc3nc(CSc4nnnn4-c4ccccc4)cc(=O)[nH]3)nc(C)c2c1
  A = -31 | B = -23[20 µM] | C = 2 | D = 8 | E = 0.7 | F = 0.3 | G = -8 | H = -137 | I = 17
3: COc1cc(-c2nnc(SCC(=O)N3c4ccccc4Sc4ccccc43)o2)cc(OC)c1OC
  A = 1 | B = -11[20 µM] | C = -4 | D = -1 | E = -0.35 | F = 0.7 | G = 6 | H = -45 | I = 5
4: Cc1ccc(C(=O)Nc2nnc(NC(=S)Nc3ccccc3)s2)cc1
  A = -2 | B = -40 | C = 2 | D = 4 | E = 0.36 | F = 0.1 | G = . | H = -5 | I = 12
5: Cc1ccc(/C=C/C(=O)NC(=S)Nc2ccccc2C(=O)NC2CCCCC2)cc1
  A = 1 | B = -24[20 µM] | C = -3 | D = -7 | E = -0.72 | F = 0.4 | G = -1 | H = -25 | I = -3
6: COc1cc(NC(=O)CSc2nnc3c(C)cc4cc(C)cc(C)c4n23)c(C(=O)O)cc1OC
  A = 0 | B = -15 | C = -4 | D = -2 | E = 0.25 | F = 0.8 | G = 8 | H = -19 | I = 10
7: Cc1cc(C)n(C(C)n2nc(C)cc2C)n1
  A = -14 | B = 22[20 µM] | C = 1 | D = -25 | E = 1.3 | F = -0.3 | G = -14 | H = -5 | I = 12
8: C[C@H]1C[C@@H]2[C@H]([C@@H](O)C[C@@]3(C)[C@H]2CC[C@]3(O)C(=O)CO)[C@@]2(C)C=CC(=O)C=C12
  A = -4 | B = -7 | C = . | D = 5 | E = -0.094 | F = -0.5 | G = -3 | H = 0 | I = 10
9: COc1ccc(-c2nc3c(-c4ccc(F)cc4)cnn3cc2C)cc1F
  A = . | B = -9 | C = 1 | D = 5 | E = 0.66 | F = 0.3 | G = . | H = -2 | I = 15
10: FC(F)(F)C(F)(F)C(F)(F)c1nnc2ccc(N3CCOCC3)nn12
  A = -8 | B = -26[20 µM] | C = 2 | D = 4 | E = -0.11 | F = 0.1 | G = 1 | H = -1 | I = 11
11: c1ccc(-c2nc(-c3ccc(-c4ccon4)s3)no2)cc1
  A = 1 | B = -19 | C = -4 | D = 4 | E = . | F = 1.3 | G = -12 | H = -17 | I = 6
12: Cc1ccc(CN2CCN(CC(=O)N3CCC(C(N)=O)CC3)C2=O)cc1
  A = . | B = -24 | C = . | D = . | E = -0.19 | F = 0.5 | G = -8 | H = . | I = .
13: Cc1c(C(=O)NCCc2ccccc2)oc2ccc(S(=O)(=O)N3CCOCC3)cc12
  A = -4 | B = -16 | C = 2 | D = 0 | E = -1.5 | F = -0.8 | G = -1 | H = 11 | I = 10
14: CC(=O)c1ccc(NC(=O)c2ccc(S(=O)(=O)N3CCCC3)cc2)cc1
  A = -27 | B = -20[20 µM] | C = 2 | D = 8 | E = 0.43 | F = -0.5 | G = -4 | H = 0 | I = 4
15: Cc1cccc2cc(CN(Cc3cccs3)C(=S)NCc3ccco3)c(=O)[nH]c12
  A = -5 | B = -15 | C = 1 | D = 4 | E = 1.1 | F = -0.5 | G = 10 | H = -13 | I = 11

New compounds follow.
Field names: A = KLK5 inh; B = Furin inh; C = Thrombin inh; D = FXIa inh 1536; E = Cl transport mod; F = PERK inhibitor; G = Rad51 HR inh; H = Calpain2 inh; I = FXIIa inh 1536
16: O=C(/C=C/c1cccs1)c1ccc(Br)cc1
  A = -9 | B = 0[20 µM] | C = 1 | D = -5 | E = 0.51 | F = -0.4 | G = 10 | H = . | I = -2
17: COc1ccc2nc(NNC(=O)COc3ccccc3)sc2c1
  A = -16 | B = -28 | C = 5 | D = -3 | E = -1.2 | F = 1.9 | G = 30 | H = -21 | I = 5
18: O=C(CSc1nc2ccccc2nc1SCC(=O)N1CCCCC1)N1CCCCC1
  A = 33 | B = 1 | C = 20 | D = 15 | E = -0.99 | F = 0.4 | G = -5 | H = 9 | I = 31
19: O=C(N/N=C/c1cc(Br)cc(Br)c1O)c1cccc(N2CCCC2=O)c1
  A = 2 | B = -30 | C = -5 | D = -1 | E = -2.4 | F = 1.1 | G = -21 | H = -195 | I = 3
20: O=C(CO/N=C/c1ccc(OC(F)F)cc1)NC1CCCCCC1
  A = -1 | B = -9 | C = -8 | D = -6 | E = -1.6 | F = 0.7 | G = -14 | H = 34 | I = 3
21: COc1ccc(/C=N/NC(=O)c2cccnc2)cc1CN1CCc2cc(OC)c(OC)cc2C1C (centres undefined)
  A = . | B = -10 | C = -3 | D = -5 | E = -0.59 | F = -0.6 | G = 7 | H = -23 | I = 1
22: COc1ccc(OCC(O)COc2ccc(C(=O)O)cc2)cc1 (centres undefined)
  A = -4 | B = -24 | C = -1 | D = -5 | E = 1.5 | F = 1.4 | G = -6 | H = -13 | I = 8
23: COc1cccc(NC(=S)NC2CC3CCCC(C2)N3CC(C)C)c1 (centres undefined)
  A = . | B = -26 | C = 2 | D = 1 | E = -0.081 | F = 0.5 | G = . | H = 1 | I = 12
24: CCOC(=O)c1c(C)oc2c1c(CN1CCN(C(=O)OCC)CC1)c(O)c1ccccc12
  A = 0 | B = 5 | C = 3 | D = 7 | E = i | F = 0.6 | G = . | H = -3 | I = 12
25: CN1CCN(C2=C(NS(=O)(=O)c3cccs3)C(=O)c3ccccc3C2=O)CC1
  A = -1 | B = -6 | C = -3 | D = 1 | E = 0.47 | F = -0.3 | G = . | H = -22 | I = 5
26: COCCNc1nnnc2c1sc1nc(N3CCOCC3)c3c(c12)CCCC3
  A = -2 | B = -16 | C = 7 | D = 0 | E = -0.14 | F = 0.2 | G = 29 | H = -24 | I = 9
27: Cc1cc(=O)[nH]c(SCC(=O)NC2CCCc3ccccc32)n1 (centres undefined)
  A = -1 | B = -13 | C = 2 | D = 3 | E = -0.0036 | F = 1.6 | G = 14 | H = -3 | I = 12
28: O=C(CSc1nc2ccccc2n1S(=O)(=O)c1ccccc1)N1CCCC1
  A = -8 | B = -21 | C = -3 | D = 0 | E = -1.3 | F = 1.2 | G = 1 | H = -2 | I = 12
29: COc1ccc(CCNC(=O)C(C(=O)c2ccccc2)n2cc(Cl)ccc2=O)cc1OC (centres undefined)
  A = -12 | B = -18 | C = 1 | D = 4 | E = 0.27 | F = 1.0 | G = -4 | H = -2 | I = 18
30: Cc1cccc(NC(=O)C2(C)CC3c4ccccc4C2c2ccccc23)c1C (centres undefined)
  A = -1 | B = -13 | C = -6 | D = 9 | E = -0.073 | F = -0.1 | G = -1 | H = 15 | I = 6

Continued:
Field names: A = KLK5 inh; B = Furin inh; C = Thrombin inh; D = FXIa inh 1536; E = Cl transport mod; F = PERK inhibitor; G = Rad51 HR inh; H = Calpain2 inh; I = FXIIa inh 1536
31: NC(=O)CC[C@H](NC(=O)c1ccc(F)cc1)C(=O)OCC(=O)Nc1ccc(N2CCOCC2)cc1
  A = -11 | B = -20 | C = 2 | D = 6 | E = 0.82 | F = 0.8 | G = 2 | H = -9 | I = 13
32: Clc1ccc(-c2nn3cnnc3s2)c(Cl)c1
  A = 1 | B = -33 | C = -3 | D = 1 | E = 0.98 | F = 1.2 | G = -6 | H = -13 | I = 12
33: O=C(COc1ccc(Cl)cc1)N1CCN(c2ccc([N+](=O)[O-])c(N3CCCCC3)c2)CC1
  A = 0 | B = -3[20 µM] | C = -2 | D = -4 | E = . | F = 0.3 | G = -2 | H = 14 | I = 7
34: O=C(N/N=C/c1cccc(Cl)c1)c1c(O)c2c([nH]c1=O)CCCC2
  A = 2 | B = -19 | C = -4 | D = 1 | E = 0.47 | F = 2.2 | G = 15 | H = 5 | I = 1
35: Cc1onc(-c2c(F)cccc2Cl)c1C(=O)Nc1cccc(Cn2cccn2)c1
  A = -14 | B = -20[20 µM] | C = -3 | D = -4 | E = -0.9 | F = -0.7 | G = -2 | H = 23 | I = 2
36: Cn1c(-c2ccc(F)cc2)cnc1NCc1cccc(F)c1
  A = -2 | B = -17[20 µM] | C = 4 | D = 1 | E = 0.32 | F = -0.5 | G = -3 | H = -15 | I = 6
37: COC(=O)c1ccc2c(=O)n(CCCCCC(=O)N3CCN(c4ccccc4)CC3)c(=O)[nH]c2c1
  A = -17 | B = -15 | C = -3 | D = -2 | E = -2.4 | F = 0.3 | G = 6 | H = -26 | I = 6
38: Cc1cc(S(=O)(=O)N2CCCC2)ccc1OCC(=O)NCc1ccco1
  A = 4 | B = -28 | C = 0 | D = 3 | E = . | F = 1.3 | G = -1 | H = -12 | I = 14
39: O=C(CN1C(=O)NC2NC(=O)NC21)N/N=C/c1ccc(F)cc1 (centres undefined)
  A = 1 | B = -19 | C = -3 | D = 1 | E = 0.52 | F = 0.4 | G = . | H = -13 | I = 7
40: COc1ccccc1NC(=O)c1cc2c(s1)-c1ccccc1S(=O)(=O)C2
  A = -2 | B = -11 | C = -8 | D = -2 | E = 0.019 | F = -1.9 | G = 12 | H = -24 | I = 3
41: COc1cc(/C=N/NC(=O)C2CCN(CC(O)COCc3ccccc3)CC2)ccc1O (centres undefined)
  A = -22 | B = -9 | C = 3 | D = -2 | E = -1.5 | F = 0.7 | G = -6 | H = 2 | I = -3
42: N#Cc1cc(N)ccc1Sc1ccc(Cl)cc1
  A = -23 | B = -23[20 µM] | C = 3 | D = 2 | E = . | F = 1.6 | G = -17 | H = -10 | I = 12
43: O=C(C1CCN(S(=O)(=O)c2cccc3cccnc23)CC1)N1CCN(c2ccc(Cl)cc2)CC1
  A = -34 | B = 0 | C = -12 | D = -7 | E = -3.7* | F = -1.1 | G = -4 | H = -96 | I = 1
44: Cc1ccc(S(=O)(=O)N=S(CC2CC2(Cl)Cl)CC2CC2(Cl)Cl)cc1 (centres undefined)
  A = 3 | B = 1[20 µM] | C = -1 | D = 3 | E = 0.082 | F = -1.3 | G = -4 | H = 14 | I = 13

Among those listed so far, five have an NH in an aromatic ring.
Field names: A = KLK5 inh; B = Furin inh; C = Thrombin inh; D = FXIa inh 1536; E = Cl transport mod; F = PERK inhibitor; G = Rad51 HR inh; H = Calpain2 inh; I = FXIIa inh 1536
2: CCOc1ccc2nc(Nc3nc(CSc4nnnn4-c4ccccc4)cc(=O)[nH]3)nc(C)c2c1
  A = -31 | B = -23[20 µM] | C = 2 | D = 8 | E = 0.7 | F = 0.3 | G = -8 | H = -137 | I = 17
15: Cc1cccc2cc(CN(Cc3cccs3)C(=S)NCc3ccco3)c(=O)[nH]c12
  A = -5 | B = -15 | C = 1 | D = 4 | E = 1.1 | F = -0.5 | G = 10 | H = -13 | I = 11
27: Cc1cc(=O)[nH]c(SCC(=O)NC2CCCc3ccccc32)n1 (centres undefined)
  A = -1 | B = -13 | C = 2 | D = 3 | E = -0.0036 | F = 1.6 | G = 14 | H = -3 | I = 12
34: O=C(N/N=C/c1cccc(Cl)c1)c1c(O)c2c([nH]c1=O)CCCC2
  A = 2 | B = -19 | C = -4 | D = 1 | E = 0.47 | F = 2.2 | G = 15 | H = 5 | I = 1
37: COC(=O)c1ccc2c(=O)n(CCCCCC(=O)N3CCN(c4ccccc4)CC3)c(=O)[nH]c2c1
  A = -17 | B = -15 | C = -3 | D = -2 | E = -2.4 | F = 0.3 | G = 6 | H = -26 | I = 6

Bioassay records as filed in PubChem.
